KCNQ1 pot: potentiates or activates the human KCNQ1 potassium channel | P51787 | CHO-K1 KCNQ1, thallium flux FluxOR fluorescence; hits give high values | B-score at 10 µM | hit rate 0.35% among 310,000;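 active = fluorescence ratio B-score, a plate-corrected score, at least three library SD, with initial intensity B-score within 5 SD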
Target sequence (P51787 whole entry, looked up): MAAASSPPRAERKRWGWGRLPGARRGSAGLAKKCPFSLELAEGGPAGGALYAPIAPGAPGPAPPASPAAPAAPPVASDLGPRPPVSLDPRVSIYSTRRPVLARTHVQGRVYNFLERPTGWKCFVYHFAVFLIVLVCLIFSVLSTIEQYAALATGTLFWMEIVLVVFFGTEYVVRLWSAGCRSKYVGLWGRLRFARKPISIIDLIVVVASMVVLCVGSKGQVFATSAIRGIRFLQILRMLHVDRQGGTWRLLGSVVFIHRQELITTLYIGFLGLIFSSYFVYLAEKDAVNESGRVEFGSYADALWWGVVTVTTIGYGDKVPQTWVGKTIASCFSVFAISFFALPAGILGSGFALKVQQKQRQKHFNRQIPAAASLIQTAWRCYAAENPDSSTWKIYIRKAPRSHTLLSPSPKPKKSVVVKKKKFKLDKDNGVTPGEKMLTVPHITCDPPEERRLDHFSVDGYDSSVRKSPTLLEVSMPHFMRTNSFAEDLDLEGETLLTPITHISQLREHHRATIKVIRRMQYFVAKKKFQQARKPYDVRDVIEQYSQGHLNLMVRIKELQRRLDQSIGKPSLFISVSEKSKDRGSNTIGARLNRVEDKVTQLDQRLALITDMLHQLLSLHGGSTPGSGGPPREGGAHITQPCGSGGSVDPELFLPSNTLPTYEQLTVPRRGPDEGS
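Medium – assay buffer, equal DMSO in all wells · Material – CHO-K1 cell line with stable KCNQ1 potassium channel expression · Signal – kinetic FluxOR thallium fluorescence, 10-s 1-Hz baseline, 110-s post-stimulus read · Compound – single concentration per compound, DMSO matched to controls · Schedule – 37 °C overnight plating, 90-min dark dye load, 20-min compound pretreatment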
KCNK9 inh: inhibitors of human KCNK9 two-pore domain potassium channel; Q9NPC2; HEK293 KCNK9, FluxOR thallium flux fluorescence; hits give low values; B-score at 10 µM; hit rate 1.2% among 310,000; AID 488922;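 active = ratio B-score over 3 SD below the library mean, with starting fluorescence within 5 SD of its mean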;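 note: negative B-score means less thallium flux so channel inhibition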
hERG rescue: compounds protecting human hERG from proarrhythmic drug block. Q12809. CHO-hERG, FluxOR thallium flux, dofetilide IC70 present. AID 1511. hit rate 0.51% among 310,000. activation (rescue from dofetilide block), less the hit threshold, % at 10 µM;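 active = activation above the mean of controls blocked by dofetilide plus 5 SD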;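 note: thallium influx through hERG after potassium depolarization seen as dye fluorescence rise; in these data hits start at about 4.7%; inactives centre near -7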
PolyA inh: yeast polyadenylation inhibition | S. cerevisiae SKY197-pL101 polyadenylation reporter, beta-gal luminescence; efflux-impaired pdr1/pdr3 knockout yeast; score 100 = 6 SD above DMSO | calls only at 12 µM | hit rate 0.02% among 300,000 | AID 1875;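 active = lowest replicate activity score at least 50, where 100 means six control SD above control mean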;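 note: yeast exposed to compound for 9 h at 30 °C; higher score means more reporter readthrough which indicates perturbed polyadenylation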
KCNK3 inh: human KCNK3 channel inhibition, primary screen; hit rate 0.84% among 340,000; O14649; CHO-KCNK3 thallium flux, FluxOR fluorescence; hits give low values; AID 602410; B-score at 10 µM;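 active = B-score under library mean minus 4 SD, starting fluorescence ratio at most library mean plus 5 SD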;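 note: more negative B-score means stronger inhibition of thallium flux through KCNK3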
Target sequence (O14649 whole entry, looked up): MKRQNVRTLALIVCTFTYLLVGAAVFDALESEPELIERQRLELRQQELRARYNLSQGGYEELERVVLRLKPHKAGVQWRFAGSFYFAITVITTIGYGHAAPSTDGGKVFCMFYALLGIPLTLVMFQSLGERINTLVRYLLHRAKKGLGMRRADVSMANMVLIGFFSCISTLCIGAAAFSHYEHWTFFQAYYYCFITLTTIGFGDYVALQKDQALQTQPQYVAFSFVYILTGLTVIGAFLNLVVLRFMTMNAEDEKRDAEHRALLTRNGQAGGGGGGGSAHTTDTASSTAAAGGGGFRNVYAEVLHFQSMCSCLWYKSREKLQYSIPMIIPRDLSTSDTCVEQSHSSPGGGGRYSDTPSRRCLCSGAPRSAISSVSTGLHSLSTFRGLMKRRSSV
Dyrk1A ADPGlo: blocks rat Dyrk1A kinase activity | inhibition, % at 12.5 µM | ADP-Glo luminescence, NFATc1 peptide | Q63470 | hit rate 0.43% among 310,000 | AID 504441; in the data active = inhibition above about 50%;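 note: plate controls were vehicle with enzyme for no effect and no enzyme for full effect; many of its hits are not listed in these tables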
RGS4 pot: potentiators or activators of RGS4 | HEK293 M3R/inducible RGS4, carbachol calcium flux Fluo4; hits give low values | B-score at 10 µM | hit rate 0.92% among 310,000 | AID 463111;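 active = B-score of the integrated calcium signal more than 4 SD below the library mean, with starting fluorescence not abnormally high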;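 note: negative B-score means reduced calcium response which marks RGS4 activation or potentiation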
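Material: M3R-expressing HEK293 line, RGS4 induced by doxycycline | Schedule: Overnight RGS4 induction, 30 min dye load 37 °C, 20 min compound RT | Measured by: Fluo4 fluorescence kinetic imaging of calcium | Read-out: Integrated calcium ratio converted to B score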
RGS4 block: inhibitors of human RGS4; hit rate 0.45% among 310,000; B-score at 10 µM; P49798; HEK293 M3R/RGS4 inducible, Fluo-4 calcium flux; hits give high values; triggered by carbachol at its EC20;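 active = B-score, a plate-corrected calcium signal, over three deviations above library mean, with baseline fluorescence within five deviations of library mean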;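 note: RGS4 expression induced by doxycycline in cells with stable M3 receptor; B-score is computed from the integrated fluorescence ratio over baseline after carbachol; higher B-score means a larger calcium signal and so more RGS4 inhibition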
GSK3beta inhib: inhibitors of human GSK3beta kinase | P49841 | GST-GSK3beta kinase, ADP-Glo luminescence, 60 min; hits give low values | activity score (negative = inhibition), % at 10 µM | hit rate 0.038% among 300,000 | AID 2097;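 active = more than half of replicate wells score below -50%, meaning over 50% inhibition versus plate controls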;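 note: 0% = median DMSO wells and -100% = median GW8510 positive control wells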
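Assay system: GST-fused GSK3beta enzyme, cell-free / Medium: Tris pH 7.5 buffer with MgCl2, DTT, BSA, heparin / Also added: peptide substrate plus 25 µM ATP (final) / Compound: 10 µM single point / Timing: kinase reaction with compound 60 min at room temperature / Detection: ADP-Glo luminescence / Benchmarks: DMSO neutral wells and GW8510 at 20 µM as positive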
GSK3A inh: inhibitors of human GSK-3 alpha kinase; ADP-Glo luminescence, 60 min; inhibition, % at 10 µM; AID 2650; hit rate 0.1% among 320,000;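 in the data active = inhibition above about 50%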;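 note: GST-tagged GSK-3 alpha with peptide substrate and 25 µM ATP; 0% = DMSO neutral wells and 100% = GW8510 positive control wells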
KCNQ1 inh: human KCNQ1 channel inhibition. hit rate 1.3% among 310,000. B-score at 10 µM. CHO-K1 KCNQ1, FluxOR thallium flux fluorescence; hits give high values. AID 2642. P51787;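 active = compounds whose thallium flux B-score, printed positive for inhibition, exceeds three library SD while starting fluorescence stays within three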;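 note: channel opened by potassium depolarization with thallium stimulus after 20 min compound exposure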
* = called active by the depositor; i = inactive; x = no result given. This is a subset; rates above refer to the full screens.

Below each SMILES – KCNK3 inh	RGS4 block	Dyrk1A ADPGlo	RGS4 pot	PolyA inh	GSK3A inh	KCNK9 inh	KCNQ1 pot	hERG rescue	GSK3beta inhib	KCNQ1 inh
- COc1ccc2cc(C(=O)/C=C/c3cc(OC)c(O)c(OC)c3)ccc2c1
  -9.8*	i	1	i	x	-1	i	i	-11	0	i
- c1ccc2[nH]c(-c3nc4ccccc4[nH]3)nc2c1
  i	i	6	i	i	-3	i	i	-4	-1	i
- O=C(CCc1nnc2n(Cc3ccccc3Cl)c(=O)c3ccccc3n12)NCCCN1CCOCC1
  i	i	1	i	i	0	i	i	-10	x	i
- COC(=O)C1C(=O)CC(C)(O)C(C(=O)OC)C1/C=C/c1ccccc1 (stereo not given)
  i	i	1	i	i	-1	i	i	-8	-2	i
- Cc1cc(C)n(C(=O)c2ccc(Cn3nc(C)c(Br)c3C)o2)n1
  i	i	-2	i	i	4	i	i	-8	3	i
- CC(C)Oc1ccc(OCCSc2nc3ccccc3n2CC(=O)O)cc1
  i	i	x	i	i	-2	i	i	-8	4	i
- CCCCn1c(N)c(N(CC(C)C)C(=O)c2cccc(S(=O)(=O)N3CC(C)OC(C)C3)c2)c(=O)[nH]c1=O (stereo not given)
  i	i	-9	i	i	4	i	i	-13	2	i
- COc1cc(C(=O)Nc2ccccc2SCc2cc(=O)n3nc(C)sc3n2)cc(OC)c1OC
  i	i	-5	i	i	-2	i	i	-6	5	i
- Cc1ccc(Nc2nnc(C)c(=O)[nH]2)cc1
  i	i	-4	i	i	-2	i	i	-6	2	i
- Cc1ccc(C)c(N2CCN(S(=O)(=O)c3ccc4[nH]c(=O)c(=O)[nH]c4c3)CC2)c1
  i	i	20	i	i	4	i	i	-10	3	i
- O=C(c1ccc(N2C(=O)C3C4c5ccccc5C(c5ccccc54)C3C2=O)cc1)N1CCOCC1 (stereo not given)
  i	i	-2	i	i	-1	i	i	-5	1	i
- C(=N\N1CCN(Cc2ccccc2)CC1)/c1ccc(-c2ccccc2)cc1
  i	i	-2	i	i	-2	i	i	-8	2	i
- S=C(NCCc1ccccc1)N/N=C/c1cccs1
  i	i	x	i	i	0	i	i	-6	-2	i
- C[n+]1ccccc1/C=C/c1cc(Br)ccc1O
  i	i	9	-8.5*	i	0	i	i	-5	-28	i
- COc1cccc(NC(=O)C(=O)c2cn(CC(=O)N3CCCC3)c3ccccc23)c1
  i	i	0	i	i	-2	i	i	-11	3	i
- Cc1cccc(C)c1OCC(=O)N/N=C/c1cccnc1
  i	i	2	i	i	-1	i	i	-9	0	i
- COc1ccc(NC(=O)COc2nc3ccccc3nc2N2CCOCC2)c(OC)c1
  i	i	-1	i	i	-1	i	i	-6	1	i
- CCOC(=O)Cn1c(=O)oc2cc(S(=O)(=O)N(C)c3cccc(C)c3)ccc21
  i	i	-2	i	i	-4	i	i	-9	0	i
- CCCc1c(O)nc(SC2CC(=O)N(c3cc(OC)ccc3OC)C2=O)[nH]c1=O (stereo not given)
  i	i	-3	i	i	-5	i	i	-12	2	i
- O=C1N/C(=C/c2ccc(N3CCOCC3)o2)C(=O)N1c1cccc(Cl)c1
  i	i	0	i	i	16	i	i	-10	3	i
- CCOC(=O)C1CCCN(CCC(=O)Nc2ccc(F)c(F)c2)C1 (stereo not given)
  i	i	7	i	i	-5	i	i	-1	3	i
- Cc1ccc(NC(=O)C2CCN(c3ncnc4sc(C)c(C)c34)CC2)cc1S(=O)(=O)N(C)C
  i	i	-6	i	i	0	i	i	-12	2	i
- COc1ccc(CCNS(=O)(=O)c2cc3c4c(c2)CCN4C(=O)CC3)cc1
  i	i	1	i	i	-4	i	i	-9	0	i
- O=C(Cn1cc([N+](=O)[O-])cn1)NC1CCCCCC1
  i	i	5	i	i	0	i	i	-7	-4	i
- Cc1nn(-c2ccccc2)c(C)c1CN
  i	i	10	i	i	1	i	i	-4	3	i
- Cc1ccc(CN(Cc2cccnc2)C(=O)CN2C(=O)COc3ccccc32)o1
  i	i	0	i	i	3	i	i	-11	-1	i
- CCOC(=O)c1cn(CC(=O)Nc2cccc(Cl)c2)nn1
  i	i	7	i	i	-2	i	i	-12	0	i
- CC(NC(=O)CC1SC(N)=NC1=O)c1ccccc1 (stereo not given)
  i	i	-2	i	i	4	i	i	-2	0	i
- O=C(NC1Cc2ccccc2C1)c1cc(COc2ccc(F)cc2Cl)on1
  i	i	-5	i	i	x	i	i	-6	-3	i
- O=C(NCc1ccc(F)cc1F)Nc1cnccc1C(F)(F)F
  i	i	-1	i	i	-2	i	i	-5	-5	i
- COc1ccc(S(=O)(=O)Nc2ccc(-c3ccc(N4CCCC4)nn3)cc2)cc1C
  i	i	1	i	i	-1	i	i	-14	4	i
- COc1ccc(CCC(=O)N2CCN(S(=O)(=O)c3ccc4ccccc4c3)CC2)cc1
  i	i	-5	i	i	-2	i	i	-9	1	i
- CCN(CC)S(=O)(=O)c1cccc(NC(=O)CCNC(=O)NC23CC4CC(CC(C4)C2)C3)c1
  i	i	-2	i	i	-3	i	i	-13	1	8*
- Nc1c(Cl)cnc(C(Cl)(Cl)Cl)c1Cl
  i	i	1	i	i	0	i	i	-10	-1	i
- Cc1ccc(CNC(=O)CCCC(=O)Nc2cc(C)on2)cc1
  i	i	-5	i	i	0	i	i	0	2	i
- CCOC(=O)CSc1nc2ccc(N3CCOCC3)cc2c(=O)n1Cc1ccc2c(c1)OCO2
  x	i	x	i	i	1	i	i	-16	-5	i
- Cc1cc(=O)[nH]c2cc(Cl)ccc12
  i	i	17	i	i	-3	i	i	-5	0	i
- COc1ccc(/C=C(\NC(=O)c2ccco2)C(=O)N2CCCCC2)cc1
  i	i	11	i	i	1	i	i	-3	0	i
- CCOC(=O)N1CCN(CCC(=O)Nc2cc(C)ccc2OC)CC1
  i	i	x	i	i	0	i	i	-7	2	i
- COc1cc(C2CC(c3c(C)cc(C)[nH]c3=O)=NN2c2ccccc2F)cc(OC)c1OC (stereo not given)
  i	i	6	i	i	0	i	i	-6	0	i
- Cc1occc1C(=O)NCCCCc1ccccc1
  i	i	-1	i	i	-4	i	i	-3	5	i
- COc1cc(OC)cc(C(=O)Nc2ccc3c(c2)OCCO3)c1
  i	i	5	i	i	1	i	i	0	1	i
- COC(=O)C1C(=O)C=C(Nc2ccc(F)cc2)CC1c1ccc(OC)cc1 (stereo not given)
  i	i	-2	i	i	9	i	i	-6	-1	i
- C/C(=N/NC(=O)CNC(=O)c1ccccc1)c1ccc(C)cc1
  i	i	-3	i	i	x	i	i	-16	-1	i
- c1ccc(-c2ccccc2OCCCCN2CCCCCC2)cc1
  i	i	-3	-7*	i	1	i	i	-12	3	i
- CCCn1nnc(NC(=O)c2ccc(Cl)cc2Cl)n1
  i	i	10	i	i	-1	i	i	-4	-2	i
- O=C(COC(=O)c1ccc(Cl)s1)c1cc2ccccc2o1
  i	i	-1	i	i	1	i	i	-15	-1	i
- O=C(CCc1ccc(S(=O)(=O)N2CCOCC2)cc1)OCc1nc2ccccc2s1
  i	i	6	i	i	2	i	i	-7	-1	i
- CC(C)(C)N1CC(c2nc3ccccc3n2CCOc2ccccc2)CC1=O (stereo not given)
  i	i	-8	i	i	0	i	i	-6	-1	i
- CCn1cc(C(=O)NCC(C)C)c(=O)c2cc(F)c(N3CCN(C)CC3)cc21
  i	i	x	i	i	-6	i	i	-12	0	i

Carrying on:
Below each SMILES – KCNK3 inh	RGS4 block	Dyrk1A ADPGlo	RGS4 pot	PolyA inh	GSK3A inh	KCNK9 inh	KCNQ1 pot	hERG rescue	GSK3beta inhib	KCNQ1 inh
- Oc1ccc(/C=N/Nc2nccnc2Cl)c(O)c1
  i	i	8	i	i	3	i	i	1	-5	i
- CCOc1ccc(-c2cc(C(=O)NN)[nH]n2)cc1
  i	i	-7	i	i	0	i	i	-5	-1	i
- O=C1CSC(c2ccc(F)cc2)N1c1nc2ccccc2s1 (stereo not given)
  i	i	-10	i	i	2	i	i	-5	3	i
- CCCCNc1nc(=S)[nH]c2cc(OC)c(OC)cc12
  i	i	3	i	i	-2	i	i	-16	2	i
- COc1ccc(NC(=O)c2ccc(CN3CCN(c4ccccc4)CC3)cc2)cc1
  i	i	1	i	i	-1	i	i	-4	1	6*
- CCc1ccc(NC(=S)NCC2CCCN2CC)cc1 (stereo not given)
  i	i	x	i	i	-2	i	i	-9	1	i
- COc1cccc2cc(C(=O)N3CCN(c4ncccn4)CC3)c(=O)oc12
  i	i	-1	i	i	-2	i	i	-9	1	i
- COc1cccc(CNC(=O)C(=O)NCCC2CCCCN2S(=O)(=O)c2ccccc2)c1 (stereo not given)
  i	i	19	i	i	0	i	i	-11	4	i
- O=C1CC(c2ccccc2)CC(O)=C1C=Nc1ccc(O)cc1 (stereo not given)
  i	i	3	i	i	2	i	i	-10	-2	i
- COc1ccc(CC(=O)NNc2ncnc3c2cnn3C)cc1OC
  i	i	-2	i	i	2	i	i	-8	-23	i
- O=C(NC1CCCCC1)N(Cc1cc2cc3c(cc2[nH]c1=O)OCCO3)CC1CCCO1 (stereo not given)
  i	i	-1	i	i	-2	i	i	-18	-1	i
- O=C(Nc1ccccc1-c1ccccc1)c1cccc([N+](=O)[O-])c1
  i	i	5	i	i	-3	i	i	-8	1	i
- COc1ccc(C2NS(=O)(=O)OCC2C)cc1 (stereo not given)
  i	i	4	i	i	3	i	i	-4	1	i
- COc1cc(C)c(CN2CCCCC2CO)cc1C (stereo not given)
  i	i	-10	i	i	-3	i	i	-1	0	i
- Cc1ccc(S(=O)(=O)CCC(=O)OC(C)C(=O)N2CCc3ccccc32)cc1 (stereo not given)
  i	i	x	i	i	1	i	i	-22	-4	i
- CCOC(=O)C1(CC)NC(c2cccc(F)c2)C2C(=O)N(CC)C(=O)C21 (stereo not given)
  i	i	-40	i	i	0	i	i	-11	-3	i
- COC(=O)C(C(=O)OC)c1ccc(NC(=O)c2cccc(Cl)c2)cc1
  i	i	x	i	i	-1	i	i	1	-26	i
